# PNC inhibitor: blocks assembly of the perinucleolar compartment; AID 2417; PC3M PTB-GFP, PNC prevalence imaging, 16 h; active compounds read low; 3.1% of 140,000 active; activity change (PNC), negative = inhibition, % at 10 µM;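 active means readout at or below -70, meaning at least 70% loss of cells showing the perinucleolar compartment, a nuclear body marking cancer cells; inconclusive means readout between -30 and a set limit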;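 further: plate controls were DMSO wells for no effect and camptothecin positive control wells for full effect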
#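 PC3M cells stably expressing PTB-GFP, 750–1000 cells/well, treated 16 h at 37 °C with compound (23 nl of library stock), in duplicate. After paraformaldehyde fixation and Hoechst stain, imaged at 20x; PNC prevalence scored by image analysis.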
# ALOX15B inhib: blocks human 15-lipoxygenase 2 activity; O15296; purified 15hLO-2, xylenol orange hydroperoxide absorbance; Potency, µM (top dose mostly 57.1 µM), for inactives: top-dose activity change, negative = inhibition, hits mostly inhibitors; 0.56% of 110,000 active; further: potency means the concentration at half of the fitted maximal effect; nearly all actives have a fitted effect of over 60% in size; many of its hits are not listed in these tables
# Target sequence (O15296 whole entry, looked up): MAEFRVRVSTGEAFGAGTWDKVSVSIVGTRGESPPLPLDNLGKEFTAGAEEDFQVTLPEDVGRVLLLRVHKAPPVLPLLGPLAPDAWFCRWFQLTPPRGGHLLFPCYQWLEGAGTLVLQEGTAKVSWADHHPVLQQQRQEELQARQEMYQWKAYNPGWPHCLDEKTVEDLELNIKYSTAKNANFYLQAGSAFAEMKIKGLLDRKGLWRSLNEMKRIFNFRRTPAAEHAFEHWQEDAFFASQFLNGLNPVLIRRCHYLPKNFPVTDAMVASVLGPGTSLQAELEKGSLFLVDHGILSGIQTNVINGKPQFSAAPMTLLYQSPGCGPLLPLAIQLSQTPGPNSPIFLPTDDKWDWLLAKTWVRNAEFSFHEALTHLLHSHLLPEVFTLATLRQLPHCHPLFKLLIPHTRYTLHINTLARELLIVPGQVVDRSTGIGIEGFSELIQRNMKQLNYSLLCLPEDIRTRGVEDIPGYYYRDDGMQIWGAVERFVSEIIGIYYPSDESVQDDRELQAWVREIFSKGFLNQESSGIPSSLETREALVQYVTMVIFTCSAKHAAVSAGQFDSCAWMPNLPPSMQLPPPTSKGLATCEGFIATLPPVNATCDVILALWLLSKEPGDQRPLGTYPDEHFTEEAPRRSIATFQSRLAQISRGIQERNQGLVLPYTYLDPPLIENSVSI
#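 Purified human 15hLO-2 (50 nM final) preincubated with compounds 15 min at room temperature in 25 mM Hepes pH 7.5, 0.01% Triton X-100, then 45 uM arachidonic acid added for 90 min; hydroperoxide detected via ferrous/xylenol orange, 573/405 nm absorbance ratio.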
# ALOX12 inhib: blocks human 12-lipoxygenase activity; purified 12-hLO, xylenol orange hydroperoxide absorbance; Potency, µM (top dose mostly 57.1 µM), for inactives: at the highest dose activity change, negative = inhibition, most hits filed as inhibitors; AID 1452; P18054; 0.12% of 150,000 active; further: potency means the concentration at half of the fitted maximal effect; nearly all actives have a fitted effect of over 55% in size; many of its hits are not listed in these tables
#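 Hydroperoxide output read as Fe(III)-xylenol orange absorbance, 573-to-405 nm ratio, after 30 min reaction with 40 uM arachidonic acid. Enzyme: 150 nM purified human 12hLO, 15 min compound preincubation; 25 mM Hepes pH 7.0, room temperature.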
# IMPase cell inh: IMPase inhibition in cells. P97697. CHO-M1 cells, IP1 accumulation, HTRF TR-FRET ratio. inhibition (IP1 accumulation), % at 46.1 µM. 120,000 tested, under 10 active. AID 901; active means well fitted curve in the direction sought with a large enough effect in the signal ratio, not every such curve was filed as active; inconclusive means small, poorly fitted or top-dose-only effect, or a change in a side signal; inactive means no such curve, though single readings can be large or run the other way; the % refers to the signal ratio;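 further: cells stimulated with carbachol in lithium chloride buffer; plate controls were DMSO basal wells for no effect and reference inhibitor wells for full effect; higher means more IMPase inhibition seen as more IP1 and lower FRET ratio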
# Target sequence (P97697 whole entry, looked up): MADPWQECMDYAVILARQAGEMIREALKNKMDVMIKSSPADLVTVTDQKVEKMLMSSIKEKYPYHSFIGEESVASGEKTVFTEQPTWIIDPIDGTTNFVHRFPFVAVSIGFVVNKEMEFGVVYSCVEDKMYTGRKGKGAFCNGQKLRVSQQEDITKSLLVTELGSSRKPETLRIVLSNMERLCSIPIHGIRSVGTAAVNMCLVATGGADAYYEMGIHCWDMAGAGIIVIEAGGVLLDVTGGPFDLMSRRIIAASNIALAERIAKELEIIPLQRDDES
#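 Cellular IMPase inhibition is scored as a rise in cytosolic IP1, detected by competitive TR-FRET between d2-labelled IP1 and a europium anti-IP1 antibody. M1-expressing CHO cells were stimulated with carbachol for 30 min at 37C, with lithium (50 mM LiCl) present in the buffer.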
# Active calls of the source: *; ? = inconclusive; / = no result given; & = joins results of further samples; [ ] = another dose, or the depositor's remark. Unless noted, the call rests on the fitted dose curve; in most records, active means well fitted curve in the direction sought with a large enough effect; inconclusive means small, poorly fitted or top-dose-only effect, or another doubt; inactive means no such curve, though single readings can be large; an effect the other way counts as inactive or inconclusive. Unless noted, on the % scale 0 is the no-effect control and ±100 the full control effect.
# The line under a structure holds: PNC inhibitor, ALOX15B inhib, ALOX12 inhib, IMPase cell inh
Cc1onc(-c2ccccc2)c1C(=O)N/N=C/C(Br)=C/c1ccccc1
    -24, /, -4%, /
Cc1sc(NC(=O)c2ccco2)c(CN2CCN(c3ccccn3)CC2)c1C
    ?, 22%, -10%, 0
CC(C)CNC(=S)Nc1ccc(F)cc1
    -5, /, -4%, /
O=C(Nc1ccccc1)Nc1cc(S(=O)(=O)N2CCOCC2)ccc1N1CCCC1
    6, /, 4%, /
Cc1cc(OCCN2CCCC2)cc(C(C)C)c1
    0, /, 2%, /
Cc1cc(C)c(N(C(=O)CN2C(=O)c3ccccc3S2(=O)=O)C(C(=O)NCC2CCCO2)c2ccc(F)cc2)c(C)c1 (stereo unspecified)
    66, /, 1%, /
CCc1ccc(-c2c(C)sc(NC(C)=O)c2C(N)=O)cc1
    3, -24%, 1%, 10
CCCN(CCC)C(=O)Cn1ccc(=N)c2ccccc21
    12, -8%, 0%, 11
CCCCNC(=O)c1onc(CSc2ccc(C)c(C)c2)c1C(=O)O
    ?, -6%, -8%, 3
Cc1c(C(=O)NCc2ccc3c(c2)OCO3)oc2ccccc12
    43, /, -7%, -3
COc1ccc(C2C=C(c3ccc(C)c(C)c3)Nc3ncnn32)c(OC)c1OC (stereo unspecified)
    ?, 21%, 7%, -5
COc1ccc(S(=O)(=O)N(CC(=O)N2CCN(c3ccccc3)CC2)c2ccccc2)cc1
    -112*, -3%, -4%, 14
COc1cc(C(=O)Nc2cc(Cl)ccc2C)c(-n2cnnn2)cc1OC
    14, 0%, -4%, -1
Cc1ccc(NC(=O)CSc2nnc(-c3ccco3)c(-c3ccco3)n2)cc1
    4, ?, ?, 1
O=C(CN1CCN(Cc2ccccc2F)C1=O)NCCN1CCOCC1
    42, 4%, 1%, -2
COc1ccc(-c2[nH]ncc2/C=C(/C#N)C(=O)NC2CCCCCC2)cc1
    11, -10%, -8%, 9
CN(C)CCC(=O)c1ccc2c(c1)OCO2
    6, -23%, -5%, 3
Cn1cnc2c1c(=O)n(Cc1c(Cl)cccc1Cl)c(=O)n2C
    ?, 2%, 4%, 0
CCSc1nnc(NC(=O)c2cc(C)on2)s1
    11, 5%[2.29 µM], -3%, 2
CCN(/N=C/c1ccc(Cl)cc1)c1cc(=O)n(C)c(=O)[nH]1
    6, /, -2%, -10
CCCNC(=O)c1cccc(Cn2nc(C)c(Br)c2C)c1
    -29, -3%, -5%, 2
O=C(O)C1CCCN(S(=O)(=O)c2cccc3cccnc23)C1 (stereo unspecified)
    0, -1%, -2%, -6
NC(=O)CN1CCCN(S(=O)(=O)c2ccc(Br)cc2)CC1
    22, 0%, -1%, 1
C#CCSc1nnc(-c2sc3ccccc3c2Cl)o1
    19, -21%, 0%, -1
Cc1ccc(NC(=O)COC(=O)c2cc(-c3cccs3)nn2-c2ccccc2)cc1[N+](=O)[O-]
    -23, /, -3%, /
Cc1noc(C(=O)NCc2ccccc2)c1Cl
    ?, 3%, 4%, -7
CN1CCN(c2ccc([N+](=O)[O-])cc2C(=O)N2CCOCC2)CC1
    85, -2%, 7%, -22
COCCCNC(=O)/C(C#N)=C/c1ccc(OCC(=O)O)c(OC)c1
    5, /, -5%, /
COC(=O)c1cc(NC(=O)C23CCC(C)(C(=O)O2)C3(C)C)cc(C(=O)OC)c1 (stereo unspecified)
    48, -3%, 6%, 13
COc1cc(/C=N\NC(=O)c2ccc(Cn3cc(Br)c([N+](=O)[O-])n3)o2)cc(OC)c1O
    -14, /, -2%, /
C=CCn1c(SCC(=O)c2ccc(Br)cc2)nnc1C(C)NC(=O)Cc1ccc(OC)cc1 (stereo unspecified)
    11, 0%, -2%, -2
O=C(CCSc1nc(-c2ccco2)cc(C(F)(F)F)n1)NCc1ccccn1
    31, 9%, -7%, 4
O=C(CSc1ccccc1)Nc1ccccc1C(=O)O
    -12, 3%, -9%, 12
Cc1cc(S(=O)(=O)NC2CCCCC2)c(C)s1
    9, -2%, -3%, -4
CCOC(=O)Cc1csc(NC(=O)COc2ccccc2)n1
    21, -4%, 2%, 8
CS(=O)(=O)N(CC(=O)NCc1ccc2c(c1)OCO2)c1ccc(Cl)cc1
    12, 1%, -7%, 5
Cc1ccccc1CN(c1ccc(C(=O)Nc2ccccc2C(=O)N2CCCC2)cc1)S(C)(=O)=O
    52, -4%, 5%, 5
O=C1[C@@H]2[C@@H]3C[C@@H]([C@H]4ON=C(c5ccc(OCc6ccccc6)cc5)[C@@H]34)[C@@H]2C(=O)N1c1ccc2c(c1)OCO2
    ?, /, -1%, 11
Cc1ccc(C(c2nnnn2Cc2ccccc2)N2CCN(Cc3ccccc3)CC2)cc1 (stereo unspecified)
    ?, /, -5%, 9
Cn1c(SCC(=O)N2CCN(S(=O)(=O)c3ccc(Cl)cc3)CC2)nc2ccccc21
    -16, 12%, -14%, -4
COc1cccc(OCc2cc(/C=N/NC(=O)c3nc(Cl)c(Cl)c(N)c3Cl)ccc2OC)c1
    21, -2%, -2%, 9
COc1cc(CNC(C)(C)CO)ccc1OCC(=O)NC(C)(C)C
    28, /, -2%, /
Cc1c(CN2CCCCC2)c(O)n(CCCO)c(=O)c1C#N
    ?, -5%, -3%, 13
CC(C)(C)/C(O)=C/c1nc2ccccc2[nH]c1=O
    -7, /, -3%, -11
CCNC(=S)Nc1cc(C)ccn1
    ?, /, -6%, /
c1ccc(Oc2nc(N3CCOCC3)nc(N3CCOCC3)n2)cc1
    -1, 1%, 2%, 9
COc1ccc(CNS(=O)(=O)c2ccc(OC)cc2)cc1
    -12, 4%, -1%, 3
CCCc1[nH]nc2c1C(c1ccc(OCCN3CCOCC3)c(OC)c1)C(C#N)=C(N)O2 (stereo unspecified)
    44, -2%, -2%, -4
NC(=O)NC(=O)COC(=O)c1ccc(Cl)c(S(=O)(=O)N(Cc2ccccc2)c2ccc(Cl)cc2)c1
    13, /, -3%, /
CCOc1ccc(S(=O)(=O)NCc2ccncc2)cc1
    ?, 10%, -5%, 6
COc1cc(C(=O)O)c([N+](=O)[O-])c(OC)c1OC
    /, -8%[11.4 µM], 1%[11.4 µM], /
CC(=O)c1cccc(NC(=O)c2csc(-n3nc(C)cc3C(F)(F)F)n2)c1
    -5, -5%, 0%, 1
O=C1OCCN1C(=O)[C@H]1[C@H](c2ccc([N+](=O)[O-])cc2)C(c2ccccc2)=NN1c1ccccc1
    /, ?, -4%[0.00818 µM], /
Nc1nc(NC(=O)CCCC(=O)O)nn1-c1ccccc1
    1, -5%, 1%, -1
N#Cc1cc(-c2ccccc2)nnc1Oc1ccccc1Cl
    -9, -1%, -5%, -3
COc1ccc(CCNC(=O)Cn2cnc3c(nnn3Cc3ccc(C)cc3)c2=O)cc1OC
    15, /, 1%, 2
COc1cccc(N2C(=O)c3ccncc3C2=O)c1
    -7, -11%, -5%, 8
O=C(COC(=O)c1ccc([N+](=O)[O-])o1)c1ccccc1
    11, /, 0%, /
Cc1ccc(Cn2c(SC3CCOC3=O)nc3ccccc3c2=O)cc1 (stereo unspecified)
    103, /, -3%, /
CCOc1ccc(NC(=O)Cn2c(=O)oc3ccccc32)cc1
    -15, -6%, -6%, 4

# Remaining list, next part
# The line under a structure holds: PNC inhibitor, ALOX15B inhib, ALOX12 inhib, IMPase cell inh
Cc1ccccc1[C@@H](OCCN(C)C)c1ccccc1
    /, 14%[25.6 µM], 5%[25.6 µM], 6[20.6 µM]
Cc1ccn2c(C(=O)CSc3ccc(Cl)cc3)c(C)nc2c1
    18, -7%[11.4 µM], 1%, -4[1.84 µM]
Cc1nnc(SCC2=C(C(=O)O)N3C(=O)C(NC(=O)Cn4cnnn4)[C@@H]3SC2)s1 (stereo partly specified)
    /, -5%, -4%, /
CCCC[S@@](=N)(=O)CC[C@@H](N)C(=O)O
    /, 15%&-15%, -7%&-2%, 7&-4
CCOC(=O)c1ccc(N=c2sc(C(=O)OC)cc(=O)n2CCCN2CCOCC2)cc1
    1, 20%, 3%, 9
CCc1cn(S(=O)(=O)c2ccccc2OC)nc1N
    21, 5%, -4%, -5
CN1CCN(NC(=O)c2ccccc2F)CC1
    18, -7%, 3%, 4
COc1ccc(NC(=S)NCc2cccs2)c(OC)c1
    -5, /, -2%, /
Cc1cnc(NC(=O)COc2cccc3c2OC(C)(C)C3)s1
    -95*, -1%, 6%, 2
Cc1ccccc1CSCc1nc2ccccc2[nH]1
    ?, /, 4%, -4
COc1ccc(OCC(=O)NNC(=O)c2cccc(S(=O)(=O)N(C)C)c2)cc1
    -19, /, 0%, 9
COc1ccccc1N1CCN(Cc2ccc(OC)c(OC)c2OC)CC1
    -20, 0%, -4%, 5
COc1ccc([N+](=O)[O-])cc1NC(=O)C(C)Sc1ccc(C)cc1 (stereo unspecified)
    -1, /, 9%, 2
CCCCCC(=O)N/N=C/c1cc(Br)c(O)c(OC)c1
    36, /, -6%, /
CCOC(=O)Nc1nc(C)c(C(=O)N(C)C)s1
    ?, -5%, 0%, -5
COc1ccc2c(c1OC)C(Cc1ccccc1)N1CCc3cc4c(cc3C1C2)OCO4 (stereo unspecified)
    /, -4%, -12%, 11
COc1ccc(C(=O)NCC(=O)Nc2ccccc2)cc1OC
    ?, 5%, 6%, 1
O=C(NC1CCCCC1)c1nn2c(C(F)(F)F)cc(-c3ccco3)nc2c1Br
    -24, -10%, -8%, 10
CSCCC(NC(=O)c1ccco1)C(=O)OCC(=O)Nc1ncc(Cl)c(C)c1Cl (stereo unspecified)
    -12, -15%, -9%, -6
Cc1cc(NC(=O)COc2ccc(Cl)cc2Cl)n(-c2ccccc2)n1
    ?, 6%, -9%, 0

# In another format: 2 of the compounds above
PNC inhibitor	ALOX15B inhib	ALOX12 inhib	IMPase cell inh	smiles
6	-23%	-5%	3	CN(C)CCC(=O)c1ccc2c(c1)OCO2
?	2%	4%	0	Cn1cnc2c1c(=O)n(Cc1c(Cl)cccc1Cl)c(=O)n2C

# The results go on:
# The line under a structure holds: PNC inhibitor, ALOX15B inhib, ALOX12 inhib, IMPase cell inh
CCn1c(=O)c2c(nc3n2CCCN3CCc2ccccc2)n(C)c1=O
    31, 0%, -5%, 4
COCCCNC(=O)CNC(=S)N(Cc1ccccc1F)C1CCCCC1
    9, 0%, 4%, -5
Cc1nc2ccccc2c(=O)n1NCc1cccs1
    -3, 1%, 8%, 3
Cc1ccc(OCC(=O)NNC(=O)C(=O)NC(C)(C)C)cc1
    -7, /, -4%, /
Cc1scc(C(=O)NNC(=S)NCc2ccccc2)c1C
    12, /, -2%, /
CC(=O)C1=C(O)C(=O)N(c2cccc(C(=O)O)c2)C1c1ccc(F)cc1 (stereo unspecified)
    -14, /, 0%, -29
CO[C@@]1(NC(=O)CSCC#N)C(=O)N2C(C(=O)O)=C(CSc3nnnn3C)CSC21 (stereo partly specified)
    /, 17%, -2%, /
CCc1nc2oc(C(=O)c3ccccc3)c(N)c2c2c1COC(C)(C)C2
    23, -2%, -6%, 4
c1ccc(C2=Nc3ccccc3NC(c3ccccc3)C2)cc1 (stereo unspecified)
    27, -11%, -4%, 5
Cc1ccc(C(C)(C)C)c(OCCN2CCCC2)c1
    -14, /, 5%, /
Cc1cc(C(=O)COC(=O)CN(C)S(=O)(=O)c2ccc(Cl)cc2)c(C)n1Cc1cccs1
    26, 7%, -3%, 6
COc1ccccc1NC(=O)CN1CCC(C(=O)c2ccc(F)cc2)CC1
    50, 7%, 5%, 1
COc1ccc(Cl)cc1NC(=O)N1CCN(C2CCCCC2)CC1
    -88*, 14%, 1%, 2
Cc1ccc(N(C(C)C(=O)Nc2cc(Cl)ccc2Oc2ccccc2)S(C)(=O)=O)cc1 (stereo unspecified)
    57, 9%, -7%, 9
O=C(NCCCCc1ccccc1)C1CC(c2ccccc2[N+](=O)[O-])=NO1 (stereo unspecified)
    -17, -2%, -5%, -5

# Screening results as filed in PubChem BioAssay.
